# MOR-DOR ag: agonists of human mu-delta opioid receptor heterodimerization | P35372+P41143 | cells, OPRM1-OPRD1 heterodimerization, luminescence | activation, % at 9.3 µM | actives 0.3% (n = 340,000); in the data active = activation above about 18%;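 note: 0% = vehicle-treated cells and 100% = reference agonist; values of inactives mirror those of a sister screen read the other way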
# PfHsp90 yeast 2: growth inhibition of yeast expressing Plasmodium Hsp90. S. cerevisiae expressing PfHsp90, BacTiter-Glo ATP, 48 h; yeast lacking PDR1 and PDR3 efflux regulators. inhibition, % at 9.4 µM. actives 0.32% (n = 310,000). AID 504621;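 active = every replicate shows inhibition above about 80%, whatever the replicate mean, limit read from the data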;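 note: 0% = DMSO neutral controls and 100% = 20 µM radicicol positive controls; yeast relying on Plasmodium falciparum Hsp90 in place of its own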
# E coli growth: counter-screen for AddAB inhibitors: E. coli growth inhibition | E. coli V3065 growth, OD600 absorbance, 18 h | inhibition, % at 11.9 µM | actives 0.27% (n = 330,000);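 active = inhibition above the campaign's mean inhibition across all tested compounds plus 3 SD, cut at about 9.9% in these data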;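 note: uninfected addAB+ strain grown without phage in ampicillin broth; 0% = DMSO wells and 100% = ciprofloxacin 0.95 µg/ml wells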
# HTR5A inv ag: HTR5A inverse agonism, opioid heterodimer counter-screen | P47898 | inhibition, % at 9.3 µM | actives 0.083% (n = 340,000) | HTR5A cell line, luminescence | AID 504634; in the data active = inhibition mostly above about 23%, no sharp cut-off; inactive = mostly below about 18%;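 note: 0% = cells with DMSO and 100% = no-cell wells with DMSO; some compounds called inactive have numbers as strong as hits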
# Target sequence (P47898 whole entry, looked up): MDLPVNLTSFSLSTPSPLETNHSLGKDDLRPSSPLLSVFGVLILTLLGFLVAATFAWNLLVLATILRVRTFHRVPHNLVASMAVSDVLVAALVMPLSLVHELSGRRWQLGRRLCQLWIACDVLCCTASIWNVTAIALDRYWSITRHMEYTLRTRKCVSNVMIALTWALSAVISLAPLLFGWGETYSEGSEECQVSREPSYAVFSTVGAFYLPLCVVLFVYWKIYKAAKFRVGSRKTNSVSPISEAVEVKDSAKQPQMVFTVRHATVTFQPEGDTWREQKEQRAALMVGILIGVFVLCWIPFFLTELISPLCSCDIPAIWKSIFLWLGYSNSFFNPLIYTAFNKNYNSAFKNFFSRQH
# AddAB inh: less growth of phage-infected E. coli with AddAB. E. coli expressing H. pylori AddAB, absorbance growth. actives 0.29% (n = 330,000). inhibition, % at 11.9 µM; in the data active = inhibition above about 12%;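 note: 0% = vehicle wells of infected cells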
# Tat export inh: inhibitors of E. coli Tat protein transport. actives 0.036% (n = 340,000). E. coli MC4100 TorA-mCherry Tat export, fluorescence. inhibition, % at 10 µM;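 active = mean replicate inhibition at least 50% and at least half of replicates individually reaching 50%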;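 note: exported cargo escapes ClpAP degradation while cytoplasmic cargo is degraded and loses fluorescence; 0% = median of neutral control wells and 100% = median of NaSCN control wells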
# Mot1-301 SUMO: blocks SUMOylation pathway, rescuing yeast Mot1-301 growth. S. cerevisiae Mot1-301 growth rescue, ATP luminescence, 38.5C; percent above DMSO median, 100 means doubled. growth rescue, % at 18.8 µM. actives 1% (n = 320,000);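 active = every valid replicate shows activation above 250% relative to neutral control wells; inactive = the rest, any valid replicate at or below 250%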;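 note: OY570 slx delta 5 strain wells were the positive control but not used for scaling; some compounds called inactive have numbers as strong as hits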
# PKA-R1A act: activators of PKA-R1A complex. P00514+P68181. PKA-R1A dissociation, Cy5-IP20 fluorescence polarization; scaled: DMSO 0%, 113 µM cGMP 100%. activation, % at 11.4 µM. actives 0.083% (n = 340,000). AID 504707;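 active = percent activation above the mean of all tested compounds plus 3 SD, cut at about 19% in these data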;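 note: higher means more PKAc released from R1A so a rise in polarization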
# OPRM1-OPRD1 inv: inverse agonist of human OPRM1-OPRD1 heterodimerization. actives 0.21% (n = 340,000). inhibition, % at 9.3 µM. P35372+P41143. cell-based MOR-DOR heterodimer luminescence, inverse agonism. AID 504357; in the data active = inhibition above about 22%, passing the limit was not always enough;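 note: 0% = cells with DMSO and 100% = wells without cells with DMSO; values of inactives mirror those of a sister screen read the other way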
# PKA-R2B act: activates the human PKA-R2B holoenzyme complex; P22694+P31323; PKA-R2B holoenzyme dissociation, Cy5-IP20 fluorescence polarization; R2B truncated from residue 108, S112A mutant; 0% DMSO only, 100% 113 µM cGMP; activation, % at 11.4 µM; actives 0.079% (n = 340,000); AID 504700;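 active = activation above a cutoff set at the mean over all compounds plus 3 SD, cut at about 18% in these data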;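 note: higher means more holoenzyme dissociation and a rise in polarization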
# Target sequence (P31323 whole entry, looked up, other chains not shown, the tested form may be a part): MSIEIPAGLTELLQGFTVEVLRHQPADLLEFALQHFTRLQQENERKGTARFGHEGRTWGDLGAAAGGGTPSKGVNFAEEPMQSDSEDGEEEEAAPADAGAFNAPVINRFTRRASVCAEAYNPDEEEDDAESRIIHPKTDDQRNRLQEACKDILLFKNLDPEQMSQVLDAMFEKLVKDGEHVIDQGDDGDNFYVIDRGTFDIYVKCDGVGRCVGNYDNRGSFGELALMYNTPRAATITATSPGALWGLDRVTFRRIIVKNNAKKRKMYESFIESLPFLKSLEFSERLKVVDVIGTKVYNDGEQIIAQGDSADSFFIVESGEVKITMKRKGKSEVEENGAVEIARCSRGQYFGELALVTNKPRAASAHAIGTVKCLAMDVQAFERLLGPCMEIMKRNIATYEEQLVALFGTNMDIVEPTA
# phage Ecoli inh: E. coli growth loss with phage present; growth absorbance; inhibition, % at 11.9 µM; actives 0.26% (n = 360,000); in the data active = inhibition above about 11%
# Active calls of the source: *; i = inactive; nt = not tested or not shown; & = joins results of further samples.
SMILES,MOR-DOR ag,PfHsp90 yeast 2,E coli growth,HTR5A inv ag,AddAB inh,Tat export inh,Mot1-301 SUMO,PKA-R1A act,OPRM1-OPRD1 inv,PKA-R2B act,phage Ecoli inh
S=c1[nH]ccn1-c1c(Cl)cccc1Cl,-1.3,-13,-0.3,-1,-0.9,6,3,-3,6,0,-1.1
COc1ccc2cc(C(=O)N3CCCCCC3)sc(=O)c2c1OC,-0.1,10,-0.3,13,1.9,1,-9,-5,1,1,4.0
Cc1ccc(S(=O)(=O)CCC(=O)Nc2ccccc2Br)cc1,-2.8,-4,1.8,-10,0.6,-4,7,1,16,-4,1.3
Cc1cc(C)n(-c2nc3ccccc3nc2N2CCN(C(=O)c3ccc(Cl)cc3)CC2)n1,-0.8,-39,-0.9,14,2.0,5,0,-2,4,-12,1.4
Fc1cccc(/C=N/Nc2ncnc3nc[nH]c23)c1,-2.4,22,0.7,-16,2.2,-4,-15,-3,12,-16,0.8
Cc1cc(Cl)ccc1NC(=O)CCC(=O)N/N=C/c1cccnc1,0.3,19,nt,-20,nt,-3,-10,-4,-2,4,1.8
Cc1ccc(S(=O)(=O)Nc2ccc3c(c2)CCC3)cc1,4.5,21,2.4,-4,2.0,-2,nt,-8,-23,0,1.3
Cc1cccc(C)c1NC(=O)COC(=O)CCc1ccc(S(=O)(=O)N2CCCCC2)cc1,-1.4,-28,-0.8,-11,5.0,-2,-10,-5,7,-3,1.6
COc1cccc(-n2nc3c(-n4ncc(C#N)c4N)nnc(C)c3c2C)c1,-1.7,nt,2.3,-3,3.2,-7,i,-14,9,-5,2.2
COC(=O)COc1ccc(S(=O)(=O)NCc2cccnc2)cc1C,-1.0,9,0.7,14,2.6,1,415,-6,5,-8,-0.1
S=c1[nH]ncn1NCc1ccc(Cl)cc1Cl,0.8,6,0.9,-1,2.1,2,8,17,-4,-2,0.9
COC(=O)c1cc([N+](=O)[O-])c(-n2cncn2)c([N+](=O)[O-])c1,-2.0,7,nt,3,nt,2,nt,1,10,-10,5.6
O=C(CNc1cccc2ccccc12)N/N=C/C=C/c1ccco1,2.9,5,1.0,-10,4.7,6,-8,-7,-15,6,0.2
O=C(Nc1ccc(Br)cn1)c1ccc([N+](=O)[O-])cc1Cl,13,-27,2.8,-18,-0.2,-3,-1,-10,-65,-14,1.6
CCNS(=O)(=O)c1ccc(CCC(=O)N2CCN(c3ccccc3F)CC2)cc1,-1.3,10,-3.2,-18,1.1,-2,3,-4,7,-3,-0.7
COc1ccccc1CNC(=O)CCCN1C(=O)NC2(CCCC2)C1=O,-4.2,nt,nt,6,nt,-10,nt,-2,22,-8,0.1
O=C(NC1(C(F)(F)F)C(=O)Nc2c1c(=O)[nH]c(=O)n2Cc1ccco1)C1CC1 (centres undefined),0.1,-8,-2.4,6,1.4,-4,-20,2,-1,-4,1.8
COCCCN1C(=O)c2ccc(C(=O)OCC(=O)NCCc3ccccc3)cc2C1=O,-3.1,0,1.6,-7,1.0,-2,14,7,16,0,-3.5
Cc1cccc(NC(=O)c2ccc([N+](=O)[O-])cc2Cl)n1,2.9,-18,1.0,17,1.6,1,-6,-10,-16,-16,1.1
C/C(N)=C(/C#N)C(=O)CSc1nnc(SCc2ccc(Cl)cc2)s1,1.1&-0.2,-16&-15,4.8,13&4,3.8,-8&-6,nt,0&0,-6&1,4&-8,1.8&2.7
Cc1cccc([N+](=O)[O-])c1NC(=O)CSc1nnc2ccccn12,-3.3,14,-0.6,-6,-0.1,-2,2,-2,13,-6,3.6
COC(=O)C(CCSC)NC(=O)CNC(=O)C1CCCCC1 (centres undefined),-1.6,-30,0.5,6,0.0,29,i,-2,10,-7,1.4
CN(C)S(=O)(=O)c1cccc(NC(=S)NCc2ccc3c(c2)OCO3)c1,-0.9,27,1.5,-17,0.7,-1,-1,-3,4,-4,5.3
CC1=NN(C)C(=O)C1Cc1c(F)cccc1Cl (centres undefined),-2.0,3,-1.3,-8,-4.0,-3,3,13,10,5,5.3
CC(=O)Oc1ccc2occ(-c3ccccc3)c2c1,4.0,-11,-1.4,-16,1.3,4,-4,-6,-19,-2,2.3
SMILES,MOR-DOR ag,PfHsp90 yeast 2,E coli growth,HTR5A inv ag,AddAB inh,Tat export inh,Mot1-301 SUMO,PKA-R1A act,OPRM1-OPRD1 inv,PKA-R2B act,phage Ecoli inh
COc1ccc(NS(=O)(=O)c2ccc(Oc3cccc(C(=O)O)c3)cc2)cc1,-2.5,-24,-0.6,6,2.5,0,31,-1,14,1,2.8
COc1ccccc1N1CCN(S(=O)(=O)CCNC(=O)c2ccc(OC(C)C)cc2)CC1,-0.9,12,-1.4,1,2.0,-6,-6,-5,5,-4,-0.2
CCCn1c(=O)c(C(=O)NNC(=O)Cc2ccccc2)c(O)c2ccccc21,-1.6,-6,-2.5,-28,-1.8,5,-2,1,8,5,1.4
C/C(CC(=O)Nc1cc(Cl)ccc1Cl)=N\NC(=O)c1ccco1,-1.9,19,-1.9,-21,-1.8,4,26,8,11,-7,3.6
CCn1nc(C)c(/C=N/NC(=O)Cn2nc(C)cc2C)c1C,-0.3,-38,-1.1,12,-0.8,-7,-15,-1,2,-3,1.7
CCN(CC)S(=O)(=O)c1ccc(N2CCOCC2)c(NC(=O)C2CCCO2)c1 (centres undefined),0.0,6,-0.8,2,4.0,1,-11,-5,0,0,0.9
Cc1[nH]nc2c1C1(C(=O)N(Cc3ccc(Cl)cc3)c3ccccc31)C(C#N)=C(N)O2 (centres undefined),-1.5,-1,-2.9,-17,-0.1,3,10,-17,8,-13,1.4
COC(=O)c1ccccc1NC(=S)N(C)C,-1.3,14,2.2,19,1.8,7,-20,-8,7,7,-0.2
O=C(NC1CCCCC1)N1CCCC(c2nc(-c3cccs3)no2)C1 (centres undefined),0.8,-26,3.1,-2,4.0,-8,-21,8,-5,-8,0.3
O=C1NC(c2ccccc2)C(c2ccccc2)N1 (centres undefined),-2.6,10,nt,-29,nt,2,nt,2,13,4,-0.5
c1ccc(-c2nc(NC3CCCC3)c3ccccc3n2)cc1,2.2,15,-1.0,10,6.2,-1,14,-5,-12,-10,-1.8
COc1cc(/C=C/C(=O)N2C(=O)c3cccc(N)c3C2=O)cc(OC)c1OC,9.5,-6,-4.5,-3,0.7,-11,-3,-13,-48,-5,4.0
COCCNCCOCCOc1ccc(Cl)c(C)c1,-2.8,-7,-1.3,-4,0.0,4,35,-9,14,-2,2.7
O=C(NCc1ccccn1)[C@H]1C[C@@H]1[C@H](NP(=O)(c1ccccc1)c1ccccc1)c1ccccc1,-2.3,-7,3.0,12,5.0,2,-6,-4,10,1,2.7
COc1ccc(-c2csc(Nc3ccc(C)cn3)n2)cc1OC,1.6,-8,3.0,-25,1.4,9,6,8,-8,0,-2.6
CCOc1ccc2oc(C(=O)O)c(C)c2c1,-2.3,32,1.6,10,1.5,-8,4,-3,13,-4,2.3
COc1ccc(C(=O)NC(CCSC)C(=O)N2CCCCCC2)cc1 (centres undefined),-2.5,-3,2.3,1,1.0,5,0,3,13,-5,1.0
Cc1c(Cl)cnc(NC(=O)COC(=O)c2ccc3c(c2)OCO3)c1Cl,3.4,-7,0.8,-15,1.5,-7,0,7,-23,-7,2.8
O=C(c1ccccc1)N1CCC(=O)N(C(CO)Cc2ccccc2)CC1 (centres undefined),-0.2,nt,-3.6,-17,0.1,-6,-15,-5,1,7,1.7
CC(=O)NC(CC(=O)NCC(=O)Nc1ccc(F)c(F)c1)c1ccccc1 (centres undefined),-2.1,-4,-0.6,-16,2.0,4,-3,-3,11,4,-0.7
c1ccc(Nc2cccc(Nc3ccccc3)c2)cc1,3.6,-76,1.7,-12,3.7,17,14,-1,-22,10,2.0
Cc1ccc(NC(=O)CCn2c(=O)c3cccn3c3ccccc32)cc1C,-2.2,-35,-3.6,-2,3.2,3,15,3,12,5,4.0
COC(=O)c1sc(-c2ccccc2)cc1NC(C)=O,-0.9,nt,0.2,17,0.1,-2,15,2,4,-2,2.7
CSc1nsc(SCC(=O)NCc2ccccc2)n1,-2.0,7,0.2,-14,2.8,-3,4,8,9,-3,4.5
Cc1c(OC(C)C(=O)NCc2cccnc2)ccc2c3c(c(=O)oc12)CCCC3 (centres undefined),-2.1,-22,1.2,4,3.4,6,-9,2,11,2,0.8
SMILES,MOR-DOR ag,PfHsp90 yeast 2,E coli growth,HTR5A inv ag,AddAB inh,Tat export inh,Mot1-301 SUMO,PKA-R1A act,OPRM1-OPRD1 inv,PKA-R2B act,phage Ecoli inh
CCOc1ccc(OC(=O)c2cccnc2)cc1,0.4,nt,1.8,-28,1.5,2,10,-8,-2,-2,0.7
CCOC(=O)C1CCCN(Cc2nc(N)nc(Nc3ccc(C)cc3)n2)C1 (centres undefined),-0.5,-8,-3.9,-7,-2.8,3,133,-6,3,-11,-0.8
CCc1ccc(C2C3=C(CCCC3=O)OC3=C2C(=O)CCC3)cc1,4.0,-6,-1.3,15,0.8,-2,-6,4,-29,-4,1.5
COc1ccc2c(c1)c1nnc(SCC(=O)N3C(C)CCCC3C)nc1n2C (centres undefined),0.7,nt,0.6,-4,-2.2,-3,-9,-6,-4,-2,3.2
COC(=O)[C@@]12CCCCN1[C@H](c1ccc(-c3ccc(Cl)c(Cl)c3)c(OC)c1)[C@H]1C(=O)N(C)C(=O)[C@H]12,-1.9,nt,-1.4,-22,3.0,2,5,-1,10,8,2.2
Cc1ccc(-n2c(Cc3cccn3C)nnc2SCC(=O)NCc2ccc3c(c2)OCO3)cc1,-1.1,-1,-1.9,2,0.8,5,nt,0,6,1,-0.2
COc1cccc(C2CC(c3ccc(F)cc3)Nc3nc(N)nn32)c1 (centres undefined),-2.5,13,-0.3,20,5.4,3,-10,0,13,-8,2.9
C=CCn1cccc(C(=O)Nc2cc(OC)ccc2OC)c1=O,-1.4,-8,-0.8,-10,2.7,-7,16,3,8,-12,4.2
COc1ccc(C2C(C(=O)N3CCOCC3)c3ccccc3C(=O)N2c2ccc(OC)cc2)cc1 (centres undefined),-2.0,4,0.6,21,-0.8,1,-18,-4,11,-4,0.9
Cc1ccc(NC(=O)NNC(=O)c2ccc3c(c2)NC(=O)C(C)(C)O3)cc1,0.3,15,0.4,-4,2.9,-3,-6,15,-2,-13,1.2
Cc1csc(CNC(=O)C2CCC(=O)N(CCc3cccc(F)c3)C2)n1 (centres undefined),-3.0,-22,-0.8,-9,2.8,-1,172,0,16,4,0.9
CC1Cc2cc(S(=O)(=O)NCCC(=O)N(C)Cc3ccccc3)ccc2N1C(=O)C1CC1 (centres undefined),-2.2,-9,-2.6,-23,1.4,0,-11,-2,12,-8,1.4

# Some of these compounds in order of the PKA-R2B act value, descending.
compound,PKA-R2B act
COC(=O)[C@@]12CCCCN1[C@H](c1ccc(-c3ccc(Cl)c(Cl)c3)c(OC)c1)[C@H]1C(=O)N(C)C(=O)[C@H]12,8
COc1cccc(C2CC(c3ccc(F)cc3)Nc3nc(N)nn32)c1 (centres undefined),-8
Cc1ccc(NC(=O)NNC(=O)c2ccc3c(c2)NC(=O)C(C)(C)O3)cc1,-13

# Compound activity from PubChem BioAssay.
